Vif-A3F inh: inhibitors of Vif-A3F interaction; Potency, µM (titrated, usually from 46.1 µM), inactives show at the highest dose activity, negative = active; hit rate 0.2% among 390,000; HeLa A3F-eYFP + Vif (tagged APOBEC3F with the HIV-1 protein that degrades it), YFP fluorescence increase; AID 602313; note: % of control where 0% means no effect; nearly all actives have a fitted effect of over 65% in size
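HeLa cells stably expressing Vif plus C-terminally eYFP-tagged A3F were seeded, incubated overnight at 37 deg C, dosed with compound, incubated overnight again at 37 deg C. Yellow fluorescence (Ex 488/Em 500-530) reported blocked Vif-mediated A3F-eYFP degradation.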
12-LOX inh: blocks human arachidonate 12S-lipoxygenase; Potency, µM (highest dose often 108 µM), inactives show at the top dose activity change, negative = inhibition, hits mostly inhibitors; hit rate 1.1% among 580,000; AID 1671190; purified 12hLO, xylenol orange hydroperoxide absorbance; note: % is set by controls: 0 for no effect and ±100 for the full control effect
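Purified human 12hLO (150 nM final) in 25 mM Hepes, 0.01% Triton X-100, pH 7.0 was preincubated 15 min at room temperature with compound. Then 40 uM arachidonic acid was added, 30 min. Hydroperoxide was read by Fe-XO absorbance ratio 573/405 nm.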
rTrxR1 inhibitor: inhibitors of rat thioredoxin reductase 1; O89049; recombinant rTrxR1, NADPH fluorescence consumption, selenite substrate; Potency, µM (titrated, usually from 114 µM), inactives show top-dose activity change, negative = inhibition, usual class: inhibitors; hit rate 1% among 390,000; note: % is set by controls: 0 for no effect and ±100 for the full control effect; nearly all actives have a fitted effect of over 65% in size
Target sequence (O89049 whole entry, looked up): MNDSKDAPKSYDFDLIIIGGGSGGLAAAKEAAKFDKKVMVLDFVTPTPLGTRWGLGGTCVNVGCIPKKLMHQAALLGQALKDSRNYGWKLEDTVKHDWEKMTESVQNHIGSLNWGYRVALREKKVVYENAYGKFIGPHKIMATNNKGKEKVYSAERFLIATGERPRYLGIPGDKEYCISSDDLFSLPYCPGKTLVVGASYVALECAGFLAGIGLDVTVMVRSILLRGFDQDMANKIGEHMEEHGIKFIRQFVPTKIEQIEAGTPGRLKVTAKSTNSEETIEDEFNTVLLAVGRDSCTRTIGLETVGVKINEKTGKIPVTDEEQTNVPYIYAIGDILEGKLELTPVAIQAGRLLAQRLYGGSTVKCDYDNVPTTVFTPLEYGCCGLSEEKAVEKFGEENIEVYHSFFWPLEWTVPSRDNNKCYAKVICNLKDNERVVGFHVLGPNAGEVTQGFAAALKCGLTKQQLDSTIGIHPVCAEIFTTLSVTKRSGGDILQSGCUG
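Rat TrxR1 (90 nM in the dispensed reagent) was pre-reduced with 400 uM NADPH for 5 min at room temperature, then incubated with compound for 15 min. After 400 uM selenite was added, NADPH fluorescence (Ex 340/Em 450 nm) was followed for 8 min.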
Vif-APOBEC3G blk: inhibitors of Vif-APOBEC3G interaction; Q9HC16; AID 602310; hit rate 0.076% among 410,000; Potency, µM (series often up to 46.1 µM), without a hit: top-dose activity, negative = active, hits mostly inhibitors; HeLa A3G-eYFP + Vif (tagged APOBEC3G with the HIV-1 protein that degrades it), YFP fluorescence, overnight;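 note: % is set by controls: 0 for no effect and ±100 for the full control effect; nearly all actives have a fitted effect of over 60% in size; hits raise eYFP signal because A3G escapes Vif-driven loss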
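Read-out is eYFP fluorescence (Ex 488/Em 500-530) from Vif-expressing HeLa A3G-eYFP cells; more signal means A3G escaped Vif-mediated degradation. Cells plated overnight, compound pinned in, incubated overnight at 37 deg C.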
RXFP1 agonist: activates the human relaxin receptor RXFP1 | Q9HBX9 | HEK293T-RXFP1 cAMP TR-FRET, 30 min; response scale: percent of porcine relaxin response, buffer zero | Potency, µM (highest dose often 57.5 µM), for the others: at the top dose activation, usual class: activators | hit rate 0.3% among 370,000 | AID 2676; note: % is set by controls: 0 for no effect and ±100 for the full control effect; nearly all actives have a fitted effect of over 60% in size; many of its hits are not listed in these tables
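HEK293 cells stably expressing RXFP1, treated 30 min at 37C with compounds plus PDE4 inhibitor Ro 20174; cAMP measured by HTRF TR-FRET. Normalized to buffer and 29 nM porcine relaxin; EC50 by Hill fit.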
RGS4 inh: blocks human RGS4-accelerated GTP hydrolysis; Transcreener GDP fluorescence polarization, RGS4-accelerated GTP hydrolysis; P49798; Potency, µM (titrated, usually from 114 µM), inactives show top-dose activity change, negative = inhibition, actives largely listed as inhibitors; hit rate 0.039% among 390,000; AID 504845; note: % is set by controls: 0 for no effect and ±100 for the full control effect; nearly all actives have a fitted effect of over 75% in size; some results filed as inactive show a strong effect at the top dose
Target sequence (P49798 whole entry, looked up): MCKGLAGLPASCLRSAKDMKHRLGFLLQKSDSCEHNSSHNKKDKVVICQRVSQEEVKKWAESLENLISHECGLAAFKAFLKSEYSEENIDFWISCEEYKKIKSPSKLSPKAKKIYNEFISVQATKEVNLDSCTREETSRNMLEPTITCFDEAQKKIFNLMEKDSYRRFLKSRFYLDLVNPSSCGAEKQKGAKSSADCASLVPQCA
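MLSMR compounds (23 nl, pin-transferred) preincubated 10 min at room temperature with a 500nM (2x) first reagent, then RGS4 at 900nM (2x) plus Transcreener GDP mix added; fluorescence polarization (620/688 nm) read before and after 90 min at 30 °C.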
USP1 inh: USP1/UAF1 (human) deubiquitinase inhibition; O94782; recombinant USP1/UAF1, Ub-Rhodamine cleavage fluorescence; Potency, µM (doses to about 57.1 µM), for the others: at the top dose activity change, negative = inhibition, usual class: inhibitors; hit rate 0.23% among 390,000; note: % is set by controls: 0 for no effect and ±100 for the full control effect; nearly all actives have a fitted effect of over 60% in size; inactives centre near -12
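USP1/UAF1 complex at 1 nM was preincubated with compound for 15 min at room temperature, then Ub-Rho substrate (150nM final) was added. Fluorescence (480/540 nm) was read kinetically, 6 reads every 60 seconds.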
IDH1 R132H inh: human IDH1 R132H inhibition; Potency, µM (top dose mostly 76.6 µM), inactives show at the top dose activity change, negative = inhibition, hits mostly inhibitors; hit rate 0.093% among 390,000; O75874; IDH1-R132H enzyme, NADPH consumption, diaphorase/resazurin fluorescence; note: % is set by controls: 0 for no effect and ±100 for the full control effect; nearly all actives have a fitted effect of over 65% in size
Target sequence (O75874 whole entry R132H, stated change not applied): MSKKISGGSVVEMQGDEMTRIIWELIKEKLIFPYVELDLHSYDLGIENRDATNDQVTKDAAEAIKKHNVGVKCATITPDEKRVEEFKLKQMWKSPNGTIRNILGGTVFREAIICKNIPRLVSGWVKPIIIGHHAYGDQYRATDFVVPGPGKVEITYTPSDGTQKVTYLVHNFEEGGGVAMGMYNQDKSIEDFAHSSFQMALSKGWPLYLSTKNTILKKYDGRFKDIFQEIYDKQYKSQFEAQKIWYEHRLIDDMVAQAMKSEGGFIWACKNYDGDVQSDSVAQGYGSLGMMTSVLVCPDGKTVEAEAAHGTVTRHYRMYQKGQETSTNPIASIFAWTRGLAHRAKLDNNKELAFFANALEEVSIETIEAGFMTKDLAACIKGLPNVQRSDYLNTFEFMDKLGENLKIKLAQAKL
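IDH1-R132H (0.5 ug/mL) preincubated 30 min with compound, then NADPH (0.016 mM) and alpha-KG (2 mM) added; 80 min at RT, pH 7.5. Remaining NADPH coupled via diaphorase/resazurin to fluorescence (540/590 nm); concentration-response curves normalized to no-enzyme control.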
TrxR1 substrate: rat thioredoxin reductase 1 substrate activity. O89049. purified TrxR1 substrate turnover, NADPH consumption readout. Potency, µM (titrated, usually from 114 µM), for the others: at the top dose activity change, negative = substrate turnover. hit rate 0.01% among 390,000; note: % is set by controls: 0 for no effect and ±100 for the full control effect; nearly all actives have a fitted effect of over 50% in size
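Rat TrxR1, dispensed at 90 nM, was prereduced with 400 uM NADPH (final) for 5 min at ~22 deg C, then incubated with compound 15 min before 400 uM selenite. A first-read NADPH fluorescence drop versus no-compound background flagged substrates.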
The depositor's hits bear a star; ? = inconclusive; . = no result given; & = joins results of further samples; [ ] = remark or other dose. Calls come from the whole dose curve; as a rule, active = well fitted curve in the direction sought with a large enough effect; inconclusive = small, poorly fitted or top-dose-only effect, or another doubt; inactive = no such curve, though single readings can be large; an effect the other way counts as inactive or inconclusive. Potency is the fitted concentration of half-maximal effect. These rows are one share of the data; count on the stated rates, not on these rows.

SMILES	Vif-A3F inh	12-LOX inh	rTrxR1 inhibitor	Vif-APOBEC3G blk	RXFP1 agonist	RGS4 inh	USP1 inh	IDH1 R132H inh	TrxR1 substrate
COC(=O)c1ccn(-c2nc(-c3ccc(Cl)cc3)cc(C(F)(F)F)n2)n1	-2%	-14%	-4%	2%	7.7%	8%	-10%	-14%	-2%
Cc1nc2ccccn2c1C(=O)NN	-12%	-11%	1%	-1%	-0.8%	47%	1%	1%	-2%
O=C(CNC(=O)c1ccccc1F)c1ccccc1	1%	2%	-1%	-6%	0.1%	28%	-1%	0%	-4%
Cc1ccc(CNC(=O)NC2COc3ccccc3C2)cc1 (configuration not stated)	0%	0%	11%[57.1 µM]	-4%	3.2%	-16%	-5%	29%	-5%[57.1 µM]
COC(=O)c1cc2sc(Cl)cc2n1CC(=O)NCC1CCCO1 (configuration not stated)	3%	-29%	20%[57.1 µM]	4%	-2.0%	10%	-11%	6%	0%[57.1 µM]
COc1cc(Cl)c(NC(=O)CCS(=O)(=O)c2cc3c(cc2Cl)NC(=O)CO3)c(OC)c1	-2%	-28%	17%	-2%	0.8%	-33%	-20%	-3%	7%
COc1cc(/C=C/C(=O)O)cc(S(=O)(=O)Nc2cccc(S(=O)(=O)N3CCOCC3)c2)c1OC	-3%	1%	0%	-1%	0.3%	-7%	-2%	12%	1%
COc1ccc(S(=O)(=O)N2CCCCC2)cc1NC(=O)CCNC(=O)c1ccc(Br)cc1	0%	-9%	-4%	-6%	0.6%	-28%	-4%	0%	-4%[57.1 µM]
CCc1ccc(NC(=O)c2cc3nc(-c4ccc(C)cc4)cc(C(F)(F)F)n3n2)cc1	-2%	-2%	21%	-1%	3.1%	4%	-18%	19%	17%[11.4 µM]
COC(=O)C1=C(N)Oc2cc(C)[nH]c(=O)c2C1c1cccnc1 (configuration not stated)	-5%	178%[activator]	15%[57.1 µM]	-3%	-1.4%	2%	-9%	2%	9%[57.1 µM]

Brought forward from above: two entries, then new ones.
SMILES	Vif-A3F inh	12-LOX inh	rTrxR1 inhibitor	Vif-APOBEC3G blk	RXFP1 agonist	RGS4 inh	USP1 inh	IDH1 R132H inh	TrxR1 substrate
CCc1ccc(NC(=O)c2cc3nc(-c4ccc(C)cc4)cc(C(F)(F)F)n3n2)cc1	-2%	-2%	21%	-1%	3.1%	4%	-18%	19%	17%[11.4 µM]
COC(=O)C1=C(N)Oc2cc(C)[nH]c(=O)c2C1c1cccnc1 (configuration not stated)	-5%	178%[activator]	15%[57.1 µM]	-3%	-1.4%	2%	-9%	2%	9%[57.1 µM]
CN(C)c1ccc(C(=S)N2CCCCC2)cc1	-9%	-11%	?	-5%	-3.0%	14%	-16%	-11%	-16%
CCOc1ccc(NC(=O)c2c(NC(=O)Cc3ccccc3)sc3c2CCC(C)C3)cc1 (configuration not stated)	-3%	?	-8%	8%	8.7%	?	-24%	-4%	6%
CS(=O)(=O)NCC(c1ccco1)N1CCN(c2ccccc2)CC1 (configuration not stated)	6%	1%	2%[57.1 µM]	9%	3.3%	-44%	?	4%	-5%[57.1 µM]
Cc1ccc(-n2c(-c3ccccc3)nsc2=NC#N)cc1	.	.	10%	-1%	.	-29%	.	.	-5%
CCNc1nc(NCC)nc(OCCOC(=O)c2ccccc2)n1	-11%	0%	3%	3%	-0.8%	3%	1%	9%	-4%
CCCCNCCS(=O)(=O)NCc1ccccc1	2%	-1%	-17%	-1%	.	12%	?	-4%	-5%
COCCNC(=O)C(c1ccc(C)o1)N(Cc1ccco1)C(=O)c1snc(C(N)=O)c1N (configuration not stated)	8%	0%	-10%[57.1 µM]	0%	-0.3%	-32%	-13%	3%	-1%[57.1 µM]
CC(=O)C1C(=O)CC(c2ccc(Cl)cc2)CC1=O (configuration not stated)	7%	?	13%	-1%	0.0%	16%	-10%	-5%	8%
CCn1c(SCC(=O)Nc2ccccc2C(=O)OC)nnc1-c1cccc(C)c1	1%	10%	10%	0%	-0.3%	-4%	5%	5%	-3%
O=C(Nc1ccccc1C(=O)N/N=C/c1ccco1)c1ccc(F)cc1	-13%	?	-12%	-7%	-0.5%	-12%	-19%	8%	-10%
CSc1ccc(Cn2nnc(C(=O)Nc3ccc(C)cc3Cl)c2N)cc1	-1%	-10%	15%	6%	5.7%	-4%	-6%	15%	4%
Fc1ccc(-n2nnc(-c3cccnc3Cl)n2)cc1	2%	1%	19%	-3%	0.3%	4%	-27%	9%	4%
CC(C)n1cc(C#N)c(N)n1	3%	-1%	2%[11.4 µM]	0%	.	18%	-17%	1%	17%[57.1 µM]
COc1ccc(-n2nc(C(N)=O)c(O)cc2=O)cc1	2%	4%	4%[57.1 µM]	0%	0.8%	12%	-23%	7%	1%[57.1 µM]
CCOP(=O)(c1ccc(N(C)C)cc1)C(O)c1c(Cl)cccc1Cl (configuration not stated)	.	-14%	1%	-6%	0.1%	7%	-19%	-3%	3%
COc1ccc(C(=O)NC(Oc2ccccc2)C(Cl)(Cl)Cl)cc1 (configuration not stated)	-11%	0%	11µM*	0%	3.9%	7%	-4%	11%	-2%
O=C(OCC(=O)N1CCN(c2ccc(F)cc2)CC1)c1cnc2ccccc2n1	2%	13%	7%	2%	.	-7%	-6%	-6%	1%
Cc1nc2sc(C(=O)Nc3ccccc3)c(N)c2c(C)c1[N+](=O)[O-]	?	-5%	10%	-7%	1.7%	-95%[56.9 µM]	-11%	4%	-9%
CCC(C)(C)NC(=O)CN(C(=O)c1csnn1)c1ccccc1-c1ccccc1	-1%	-7%	23%[57.1 µM]	0%	-4.2%	?	-27%	1%	6%[57.1 µM]
CCOc1cc(NC(=O)c2cccs2)c(OCC)cc1NC(=O)CCC(=O)NCc1ccccn1	-4%	22%	0%	0%	2.4%	3%	-16%	4%	-4%
Cc1ccc(Cl)cc1NC(=O)c1sc2nc(-c3ccccc3)cn2c1C	4%	-23%	25%[57.1 µM]	1%	1.7%	3%	-28%	12%	1%[57.1 µM]
Cn1c(=O)n(C)c2cc(C(N)=O)ccc21	-11%	9%	17%	4%	2.9%	12%	-9%	8%	19%
CN(Cc1ccccc1)C(=O)c1ccccc1NC(=O)c1ccccc1	4%	13%	14%	1%	-1.9%	-28%	-10%	10%	2%
COc1ccc(S(=O)(=O)N2CCN(CC(=O)c3c(N)n(C)c(=O)n(C)c3=O)CC2)cc1OC	2%	0%	.	3%	.	.	-17%	-1%	.
Cc1c(NC(=O)CN2C(=O)C(=O)N(Cc3ccccc3)C2=O)c(=O)n(-c2ccccc2)n1C	-2%	2%	9%	-5%	0.9%	-17%	-15%	-7%	-6%
O=[N+]([O-])c1cccc(S(=O)(=O)NCc2ccccn2)c1	3%	?	16%	4%	-1.2%	-19%	-15%	-6%	1%
COc1cc(CNn2nnnc2N)ccc1OCC(=O)NC(C)(C)C	-3%	13%	7%	-1%	0.5%	5%	-23%	-2%	0%
Cc1cccc(C(=O)Nc2c(-c3ccc(F)cc3)nc3ccccn23)c1	?	-28%	-2%	-1%	0.3%	25%	-1%	-5%	-8%
CC(C)OCCCNC(=O)C(C)Oc1ccccc1 (configuration not stated)	4%	-5%	11%	2%	0.5%	12%	-13%	-3%	0%
COc1ccc(OCCOC(=O)c2[nH]c(C)c(C(C)=O)c2C)cc1	0%	1%	15%	-5%	2.0%	6%	-10%	16%	1%

Structures listed above that bear a hit mark in rTrxR1 inhibitor.
molecule,12-LOX inh,rTrxR1 inhibitor,Vif-APOBEC3G blk,RGS4 inh,USP1 inh,TrxR1 substrate
COc1ccc(C(=O)NC(Oc2ccccc2)C(Cl)(Cl)Cl)cc1 (configuration not stated),0%,11µM*,0%,7%,-4%,-2%

Remaining list, next part
SMILES	Vif-A3F inh	12-LOX inh	rTrxR1 inhibitor	Vif-APOBEC3G blk	RXFP1 agonist	RGS4 inh	USP1 inh	IDH1 R132H inh	TrxR1 substrate
CCOCCCn1c(=S)[nH]c2cc(C(=O)N3CCN(C)CC3)ccc2c1=O	2%	-18%	1%	-1%	-2.1%	6%	-3%	2%	5%[0.457 µM]
Cn1nc(-c2ccccc2)c(C(=O)Nc2ccc(Cl)cc2)c1Cl	2%	341%[activator]	13%[57.1 µM]	-1%	12%	5%	-5%	-1%	12%[57.1 µM]
O=C1NCC(O)=C1C=NC12CC3CC(CC(C3)C1)C2	-7%&-4%	1%&3%	10%&15%	3%&2%	0.0%&-1.4%	0%&26%	?	7%&0%	9%&3%
Cc1ccc2nc(-c3ccccn3)[nH]c2c1	?	3%	15%	0%	-0.4%	4%	-26%	0%	16%
O=C(C=Cc1ccc2c(c1)OCO2)c1ccccc1	-8%	-4%	-16%	-3%	.	-27%	-11%	-1%	-1%
Cc1nc(-c2cccc(NC(=O)C(C)Oc3ccccc3)c2)cs1 (configuration not stated)	-3%	17%	7%	0%	0.6%	-28%	-21%	6%	0%
COc1ccc(-c2ccc(-c3noc(-c4cc(OC)cc(OC)c4)n3)c(OC)n2)cc1	-2%	-14%	18%	-5%	5.0%	4%	-17%	-1%	38%[activator]
Nc1cc(C(F)(F)F)ccc1-n1cccc1	-14%	-1%	13%	0%	0.5%	-6%	-16%	0%	-5%
O=C(CS(=O)(=O)Cc1ccccc1)NCc1ccc2c(c1)OCO2	.	-3%	-8%	1%	1.6%	5%	-23%	-1%	-10%
Cc1ccc(CN2CCCC(CO)(Cc3ccccc3C)C2)s1 (configuration not stated)	-30%	-3%	-6%	1%	-0.8%	-8%	-23%	0%	-4%
